FUS yeast rescue: suppressors of FUS proteinopathy in yeast; S. cerevisiae FUS-expressing, growth rescue, OD600, 24 h; Potency, µM (top dose mostly 76.6 µM), inactives show at the top dose growth rescue (activation), hits mostly activators; actives 0.24% (n = 390,000);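 further: plate controls were DMSO vehicle for no effect and reference control for full effect; nearly all actives have a fitted effect of over 55% in size; some results filed as inactive show a strong effect at the top dose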
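Quantitative HTS measuring growth restoration of FUS-toxic yeast. Galactose-induced cells (OD 0.005) were exposed 24hr at 30C to compounds at several concentrations, then absorbance at 600 nm was recorded.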
TDP-43 yeast inh: inhibitors of TDP-43 toxicity in yeast | actives 1.8% (n = 410,000) | AID 652104 | Potency, µM (doses to about 46.1 µM), for inactives: at the highest dose growth rescue (activation), most hits filed as activators | TDP-43 expressing yeast growth rescue, BacTiter-Glo, 24 h; further: % of control where 0% means no effect; nearly all actives have a fitted effect of over 50% in size
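Yeast expressing TDP-43 (pregrown in raffinose, seeded at OD600=0.02 in galactose medium) exposed to compounds 24 hr at 30 deg C. Growth read by BacTiter-Glo luminescence; rescue of toxicity appears as increased signal.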
EPAC2 agonist: EPAC2 (human) agonism; Potency, µM (highest dose often 154 µM), for inactives: at the top dose activation, usual class: activators; Q8WZA2; actives 0.079% (n = 360,000); EPAC2 activation, biochemical qHTS; response scale: 100% = 6.5 mM cAMP response; further: nearly all actives have a fitted effect of over 50% in size
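Exchange assay: 100 nM EPAC2 with 250 nM Rap1B-BODIPY-GDP and 50 uM GDP. Fluorescence (ex 480/em 540 nm) read every 5 min for 30 min at room temperature. Data normalized to 6.5 mM cAMP as agonist control.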
EPAC2 antag: blocks human EPAC2 exchange factor. EPAC2 GEF exchange of Rap1B-BODIPY-GDP, fluorescence. actives 0.18% (n = 360,000). Potency, µM (doses to about 114 µM), without a hit: at the top dose activity, negative = inhibition, usual class: inhibitors; further: on the % scale 0 is the no-effect control and ±100 the full control effect; nearly all actives have a fitted effect of over 45% in size; many of its hits are not listed in these tables
EPAC1 ag: agonists of human EPAC1; O95398; EPAC1 agonist qHTS, biochemical assay; response scale: 100% = response to 6.5 mM cAMP; Potency, µM (highest dose often 154 µM), for the others: at the highest dose activation, actives largely listed as activators; actives 0.073% (n = 360,000); AID 720707; further: nearly all actives have a fitted effect of over 60% in size
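Normalized to 6.5 mM cAMP, activity reflects EPAC1-catalysed release of BODIPY-GDP from Rap1B, followed kinetically over 30 min at 480 nm excitation, 540 nm emission. Reaction contained 100 nM EPAC1, 250 nM Rap1B-BODIPY-GDP, 50 uM GDP.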
PTHR1 ag: PTHR1 (human) receptor agonism | Q03431 | HEK293 GP2 PTHR1 cells, GloSensor cAMP luminescence, 1 h | Potency, µM (highest dose often 115 µM), for the others: top-dose activation, hits mostly activators | actives 0.075% (n = 410,000); further: nearly all actives have a fitted effect of over 55% in size; some results filed as inactive show a strong effect at the top dose; inactives centre near -15; many of its hits are not listed in these tables
Target sequence (Q03431 whole entry, looked up): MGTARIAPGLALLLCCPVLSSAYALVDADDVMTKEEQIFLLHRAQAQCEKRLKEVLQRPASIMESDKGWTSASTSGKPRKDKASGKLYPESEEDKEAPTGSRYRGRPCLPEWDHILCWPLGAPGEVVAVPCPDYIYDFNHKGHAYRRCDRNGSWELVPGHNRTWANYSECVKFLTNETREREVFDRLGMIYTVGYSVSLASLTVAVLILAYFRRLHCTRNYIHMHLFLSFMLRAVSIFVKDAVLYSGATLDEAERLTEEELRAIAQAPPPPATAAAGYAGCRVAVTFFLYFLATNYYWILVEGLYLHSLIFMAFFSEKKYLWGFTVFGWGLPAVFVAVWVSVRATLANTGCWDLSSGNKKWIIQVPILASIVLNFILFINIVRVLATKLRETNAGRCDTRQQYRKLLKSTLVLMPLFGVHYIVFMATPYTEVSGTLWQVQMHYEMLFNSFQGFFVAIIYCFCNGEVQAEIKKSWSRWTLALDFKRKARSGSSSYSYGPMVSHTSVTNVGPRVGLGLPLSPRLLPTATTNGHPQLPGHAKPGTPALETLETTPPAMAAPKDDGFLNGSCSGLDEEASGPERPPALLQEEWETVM
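HEK-293-derived GP2 cells expressing PTHR1 and a GloSensor cAMP reporter, 3,000/well, plated overnight, given luciferin plus IBMX (each 0.5 mM as added) for 1 h at 37 °C, then compound for 1 h at 37 °C. Luminescence was read after 15 min at room temperature.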
EPAC1 antag: antagonists of human EPAC1; O95398; EPAC1 GEF assay, Rap1b-BODIPY-GDP exchange fluorescence; Potency, µM (top dose mostly 115 µM), for the others: at the top dose activity change, negative = inhibition, usual class: inhibitors; actives 0.14% (n = 360,000); AID 720709;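 further: plate controls were vehicle for no effect and positive control for full effect; nearly all actives have a fitted effect of over 50% in size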
aSyn yeast inh: inhibitors of alpha-synuclein toxicity in yeast; Yeast expressing alpha-synuclein, growth rescue, BacTiter-Glo, 24 h; Potency, µM (titrated, usually from 46.1 µM), for inactives: at the top dose growth rescue (activation), most hits filed as activators; AID 652106; actives 0.14% (n = 370,000); further: % of control where 0% means no effect; nearly all actives have a fitted effect of over 65% in size
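Screening used galactose-induced yeast with toxic alpha-synuclein levels, exposed to compound for 24 hr at 30 deg C. Cell growth, read with BacTiter-Glo luminescence, gave the measured signal.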
* marks the source's active call; other numbers are inactive results; i = inactive; ? = inconclusive; nt = no result given; [ ] = remark or other dose. The call rests on the fitted dose curve; in most records, active means well fitted curve in the direction sought with a large enough effect; inconclusive means small, poorly fitted or top-dose-only effect, or another doubt; inactive means no such curve, though single readings can be large; an effect the other way counts as inactive or inconclusive. Potency means the concentration at half of the fitted maximal effect. An excerpt; the hit share may differ from the screen's.

SMILES	FUS yeast rescue	TDP-43 yeast inh	EPAC2 agonist	EPAC2 antag	EPAC1 ag	PTHR1 ag	EPAC1 antag	aSyn yeast inh
CSC(=Nc1ccccc1)N=C(SCc1ccccc1)N(C)C	nt	0%	1%	0%	3%	-6%	-5%	-14%
OC(c1ccccc1)c1ncc(-c2ccccc2Cl)[nH]1 (configuration not stated)	-19%	24%	8%	1%	4%	i	-3%	2%
O=C(Cn1c(CCCO)nc2ccccc21)Nc1ccccc1-c1ccccc1	7%	-5%	7%	-7%	-1%	-15%	-1%	-2%
CCNC(=S)NNC(=O)c1cc(-c2cccnc2)nc2ccccc12	8%	-13%[9.22 µM]	2%	-15%	-5%	-5%	?	-52%[inhibitor]
Nc1ccc(N2CCCCC2)c(S(=O)(=O)Nc2ccc(Cl)cc2)c1	19%	7%	15%	-28%	9%	-8%	-8%	13%
Cc1cccnc1NC(=O)c1ccc(OCc2c(C)noc2C)cc1	11%	14%	1%	-7%	8%	i	0%	20%
CCCNC(=O)CN1C(=O)COc2ccc(S(=O)(=O)N3CC(C)CC(C)C3)cc21 (configuration not stated)	17%	11%	-3%	4%	-3%	i	-1%	1%
O=C(CN1C(=O)c2ccccc2C1=O)NC1CCCCC1	-23%	9%	-5%	7%	-8%	i	7%	2%
Cc1ccc2c(c1)NC(=O)C(CC(=O)NCCCN1CCN(c3cc(C)ccc3C)CC1)O2 (configuration not stated)	1%	3%	2%	-9%	2%	i	?	0%
COc1ccc(S(=O)(=O)N(C)C)cc1NCC(=O)Nc1ccc(Br)c(C)c1	23%	-17%	13%	11%	0%	-92%[inhibitor]	-19%	-3%
O=C(CSc1nncc2ccccc12)Nc1cccc(O)c1	24%	-30%[inhibitor]	21%	12%	-4%	i	?	0%
COc1ccccc1N(Cc1ccccc1)S(=O)(=O)c1cccc(C(=O)Nc2cccc(C)n2)c1	24%	3%	16%	-13%	23%	-16%	17%	-38%[inhibitor]
O=C(CN(Cc1ccc(F)cc1)C(=O)CNS(=O)(=O)c1ccc(F)cc1)NCc1ccco1	-18%	-11%	-1%	6%	1%	-8%	-9%	3%
CCC[C@H]1CC(=O)C=C(c2ccsc2)ON1C(=O)OC(C)(C)C	19%	6%	9%	18µM*	-19%	i	-10%	21%
COc1cc(-c2nnc(COc3ccc4ccccc4c3)o2)cc(OC)c1OC	nt	28µM*	6%	-6%	13%	i	-4%	6%
CN1CCN(NC(=O)c2ccc(S(=O)(=O)N3CCCCCC3)cc2)CC1	22%	-5%	7%	10%	7%	-16%	-2%	-8%
CC(C)CNC(CC(=O)Nc1cccc([N+](=O)[O-])c1)C(=O)O (configuration not stated)	-2%	20%	4%	-1%	-3%	-20%	-3%	3%
CC(C(=O)NCc1ccc(F)cc1)c1ccc([N+](=O)[O-])cc1 (configuration not stated)	-36%	-4%	0%	11%	-7%	-19%	6%	0%
Cc1cc(C)c(NC(=O)Cn2c(=O)n(Cc3ccco3)c(=O)c3ccc(C(=O)NC4CCCC4)cc32)c(C)c1	-3%	-16%	nt	nt	nt	i	nt	1%
COc1cnc(-c2ccccn2)nc1N(C)c1ccccc1	16%	-32%[inhibitor]	6%	2%	6%	-13%	5%	11%
COc1cc(OC)c(S(=O)(=O)N2CCOCC2)cc1S(=O)(=O)N1CCOCC1	7%	5%	7%	-1%	7%	?	9%	-2%
O=C(O)c1ccc(-c2ccc(/C=C3\NC(=O)N(Cc4ccc(Cl)cc4)C3=O)o2)cc1	-16%	4%	-12%	4%	-3%	-4%	5%	-2%
Cc1cc(NS(=O)(=O)c2ccc(NC(=O)Nc3cccc(C(F)(F)F)c3)cc2)no1	25%	-8%	0%	-23%	-7%	-16%	-26%	-1%
O=C(CCn1nc(-c2ccc(Cl)cc2)ccc1=O)N1CCN(c2ccc(F)cc2)CC1	3%	?	7%	0%	-5%	-25%	-12%	14%
COc1ccc(C(=O)CCC(=O)Nc2ccc(N3CCCCC3)cc2)cc1OC	?	-25%	0%	0%	-8%	-18%	-13%	1%
Oc1ccc(/C=N/n2c(-c3ccccc3)n[nH]c2=S)cc1	3%	9%	-4%	4%	-2%	-22%	5%	-1%
CC1=NN(c2ccccc2)C(=O)C1(C)C	-18%	0%	0%[15.6 µM]	-5%	3%	-24%[57.5 µM]	-8%	9%
COc1ccc(NC(=O)CSc2nnc(-c3ccoc3C)n2CC2CCCO2)cc1 (configuration not stated)	-2%	7%	-4%	1%	4%	i	-4%	0%
Cc1ccc(C)c(NC(=O)CSc2nnc(CNC(=O)c3ccco3)n2C)c1	11%	-1%	2%	0%	0%	i	0%	2%
Cc1ccccc1-c1cc2nc(C)c(Cl)c(=O)n2[nH]1	-4%	-9%	4%	8%	9%	-1%	-24%	1%
CC(C)(C)C(=O)NC(=S)Nc1ccc(Cl)c(C(=O)O)c1	-1%	-12%[1.82 µM]	-5%	19%	7%	-14%	1%	13%
COc1ccc(C)cc1S(=O)(=O)NC(C)C(=O)NC1CC1 (configuration not stated)	-10%	3%	5%	3%	7%	i	8%	-10%
Cc1cc(NC(=O)C(=O)NCCN2CCN(S(C)(=O)=O)CC2)ccc1Br	10%	-4%	-1%	4%	6%	-21%	-24%	3%
O=C(Nc1ccccc1)C1COc2ccccc2O1 (configuration not stated)	10%	8%	5%	-2%	4%	i	-11%	-9%
O=C(N/N=C/c1cccc(Cl)c1)C1CCCC1	-13%	9%	-2%	-11%	12%	i	?	-1%
Cc1cc(C(=O)OCC(=O)Nc2ccc(F)cc2F)c(C)o1	31%	-3%	-3%	19%	4%	i	15%	-11%
Cc1cc(N2CCN(C(c3ccccc3)c3ccc(Cl)cc3)CC2)n2ncnc2n1 (configuration not stated)	24%	?	16%	-22%	5%	-28%	-12%	6%
CN(C)c1ccc2c(c1[N+](=O)[O-])Cc1ccccc1-2	nt	21%	14%	1%	10%	i	-17%	-1%
OC1(CNCc2cn[nH]c2-c2cc3ccccc3o2)CCCCC1	0%	-12%[9.22 µM]	-7%	-9%	1%	-18%	-9%	2%
CCCCCCc1cc2cc(S(=O)(=O)c3ccc(F)c(Cl)c3)c(=O)oc2cc1O	8%	8%	-4%	-3%	4%	-29%	0%	14%

A stretch taken from the entries so far:
SMILES	FUS yeast rescue	TDP-43 yeast inh	EPAC2 agonist	EPAC2 antag	EPAC1 ag	PTHR1 ag	EPAC1 antag	aSyn yeast inh
COc1cc(OC)c(S(=O)(=O)N2CCOCC2)cc1S(=O)(=O)N1CCOCC1	7%	5%	7%	-1%	7%	?	9%	-2%
O=C(O)c1ccc(-c2ccc(/C=C3\NC(=O)N(Cc4ccc(Cl)cc4)C3=O)o2)cc1	-16%	4%	-12%	4%	-3%	-4%	5%	-2%
Cc1cc(NS(=O)(=O)c2ccc(NC(=O)Nc3cccc(C(F)(F)F)c3)cc2)no1	25%	-8%	0%	-23%	-7%	-16%	-26%	-1%
O=C(CCn1nc(-c2ccc(Cl)cc2)ccc1=O)N1CCN(c2ccc(F)cc2)CC1	3%	?	7%	0%	-5%	-25%	-12%	14%
COc1ccc(C(=O)CCC(=O)Nc2ccc(N3CCCCC3)cc2)cc1OC	?	-25%	0%	0%	-8%	-18%	-13%	1%
Oc1ccc(/C=N/n2c(-c3ccccc3)n[nH]c2=S)cc1	3%	9%	-4%	4%	-2%	-22%	5%	-1%
CC1=NN(c2ccccc2)C(=O)C1(C)C	-18%	0%	0%[15.6 µM]	-5%	3%	-24%[57.5 µM]	-8%	9%
COc1ccc(NC(=O)CSc2nnc(-c3ccoc3C)n2CC2CCCO2)cc1 (configuration not stated)	-2%	7%	-4%	1%	4%	i	-4%	0%
Cc1ccc(C)c(NC(=O)CSc2nnc(CNC(=O)c3ccco3)n2C)c1	11%	-1%	2%	0%	0%	i	0%	2%
Cc1ccccc1-c1cc2nc(C)c(Cl)c(=O)n2[nH]1	-4%	-9%	4%	8%	9%	-1%	-24%	1%
CC(C)(C)C(=O)NC(=S)Nc1ccc(Cl)c(C(=O)O)c1	-1%	-12%[1.82 µM]	-5%	19%	7%	-14%	1%	13%
COc1ccc(C)cc1S(=O)(=O)NC(C)C(=O)NC1CC1 (configuration not stated)	-10%	3%	5%	3%	7%	i	8%	-10%
Cc1cc(NC(=O)C(=O)NCCN2CCN(S(C)(=O)=O)CC2)ccc1Br	10%	-4%	-1%	4%	6%	-21%	-24%	3%

(more compounds)
SMILES	FUS yeast rescue	TDP-43 yeast inh	EPAC2 agonist	EPAC2 antag	EPAC1 ag	PTHR1 ag	EPAC1 antag	aSyn yeast inh
CCOc1ccc(NC(=O)CSc2nc(NS(=O)(=O)c3ccc(C)cc3)cc(=O)[nH]2)cc1	35%	-2%	8%	-24%	-2%	i	-27%	6%
CCN(C(=O)COC(=O)c1cncc(Br)c1)C1CCS(=O)(=O)C1 (configuration not stated)	-6%	5%	-4%	9%	-6%	-4%	6%	11%
COc1ccccc1CCNC(=O)C(=O)NCC1OCCN1S(=O)(=O)c1cccs1 (configuration not stated)	nt	-1%	-6%	-1%	15%	-8%	-6%	3%
CCCCC(CCC(=O)O)(C(=O)OCC)c1csc(Nc2ccc(OCC)cc2)n1 (configuration not stated)	31%	-3%	2%	-2%	-18%	-14%	-21%	-13%
CNC(=S)N/N=C1\CC(c2ccccc2)Oc2ccccc21 (configuration not stated)	2%	22µM*	9%	-10%	-2%	-13%	1%	-1%
O=C(C1Cc2ccccc2CN1S(=O)(=O)c1ccc(F)cc1)N1CCOCC1 (configuration not stated)	26%	-18%	8%	3%	8%	i	9%	-1%
COc1ccc(NC(=O)CSc2n[nH]c(CNc3cccc(C)c3)n2)cc1	16%	-12%	3%	-14%	-5%	i	-11%	-4%
COc1ccc2[nH]c(=O)c(CN(C(C)=O)c3cc(C)ccc3C)cc2c1	-12%	5%	8%	1%	-9%	-16%	-8%	-5%
CN(Cc1cnn(C)c1)C(=O)c1cc2ccccc2oc1=O	15%	10%	2%	4%	-1%	i	7%	-7%
CCCCNS(=O)(=O)c1ccc2nc(SCC(=O)Nc3ccccc3Cl)[nH]c2c1	?	-19%	15%	-10%	2%	-39%[inhibitor]	-24%	-2%
